High-throughput results from PubChem BioAssay.
KCNK9 inh: KCNK9 potassium channel inhibitors, primary screen, HEK293 cells, thallium flux | FluxOR thallium flux fluorescence; stronger effect = lower value | B-score at 10 µM | actives 1.2% (n = 310,000) | AID 488922, 2010;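 active means ratio B-score over 3 SD below the library mean, with starting fluorescence within 5 SD of its mean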;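 further: negative B-score means less thallium flux so channel inhibition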
TRPC4 agonist: activators of mouse TRPC4 channel, primary screen, Fluo4 calcium, HEK293 TRPC4beta/mu-opioid cells; Fluo4 calcium fluorescence; stronger effect = higher value; B-score at 10 µM; actives 0.49% (n = 310,000); AID 2237, 2010;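 active means B-score above 5 SD of library B-scores, and initial fluorescence ratio not above library mean plus 5 SD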;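 further: positive B-score marks a calcium rise read as TRPC4 activation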
Target sequence (Q9QUQ5 whole entry, looked up): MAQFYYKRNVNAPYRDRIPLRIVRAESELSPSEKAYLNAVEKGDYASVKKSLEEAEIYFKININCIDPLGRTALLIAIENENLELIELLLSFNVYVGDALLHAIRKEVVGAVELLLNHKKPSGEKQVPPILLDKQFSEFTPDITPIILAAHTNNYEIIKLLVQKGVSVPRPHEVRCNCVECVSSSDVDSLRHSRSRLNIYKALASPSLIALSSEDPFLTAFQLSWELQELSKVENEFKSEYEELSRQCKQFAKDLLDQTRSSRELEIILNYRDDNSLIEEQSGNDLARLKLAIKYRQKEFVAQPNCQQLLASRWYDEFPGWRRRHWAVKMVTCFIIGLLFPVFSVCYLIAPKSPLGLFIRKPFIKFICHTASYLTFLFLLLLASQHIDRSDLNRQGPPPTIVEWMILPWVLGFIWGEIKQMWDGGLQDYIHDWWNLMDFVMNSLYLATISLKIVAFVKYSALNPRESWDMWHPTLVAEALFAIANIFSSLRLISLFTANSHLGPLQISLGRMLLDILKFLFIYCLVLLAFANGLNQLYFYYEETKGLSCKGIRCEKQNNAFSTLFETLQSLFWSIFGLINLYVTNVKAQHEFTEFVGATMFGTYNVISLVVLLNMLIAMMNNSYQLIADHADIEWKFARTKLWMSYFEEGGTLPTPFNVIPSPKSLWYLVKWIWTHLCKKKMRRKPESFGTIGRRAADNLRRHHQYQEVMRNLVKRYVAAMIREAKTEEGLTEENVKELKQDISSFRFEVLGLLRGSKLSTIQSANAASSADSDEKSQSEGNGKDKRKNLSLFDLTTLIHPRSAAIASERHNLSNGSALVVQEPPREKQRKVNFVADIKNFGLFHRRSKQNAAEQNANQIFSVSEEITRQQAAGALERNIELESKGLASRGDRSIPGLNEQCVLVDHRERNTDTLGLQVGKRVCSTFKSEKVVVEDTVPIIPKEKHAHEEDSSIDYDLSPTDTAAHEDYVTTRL
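Incubation: 45 min room-temperature Fluo4 loading, 110 s read / System: HEK293 cells stably co-expressing mouse TRPC4beta and mu-opioid receptor / Signal: Fluo4 fluorescence, kinetic / Control set: buffer (low) and maximal DAMGO (high) / Measure: integrated baseline-normalised fluorescence ratio, converted to per-well B score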
Dyrk1A ADPGlo: rat Dyrk1A kinase inhibitors, primary screen, biochemical, single point, plate reader. actives 0.43% (n = 310,000). Dual specificity tyrosine-phosphorylation-regulated kinase 1A (Rattus norvegicus), Q63470. inhibition, % at 12.5 µM. ADP-Glo luminescence, NFATc1 peptide; in the data active means inhibition above about 50%;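 further: plate controls were vehicle with enzyme for no effect and no enzyme for full effect; many of its hits are not listed in these tables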
hERG rescue: hERG rescue from dofetilide block, primary screen, cell-based, CHO-hERG, FluxOR thallium flux, dofetilide IC70. activation (rescue from dofetilide block), less the hit threshold, % at 10 µM. Voltage-gated inwardly rectifying potassium channel KCNH2 (Homo sapiens), Q12809. AID 1511, 2009. actives 0.51% (n = 310,000). dofetilide IC70 present;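 active means activation above the mean of controls blocked by dofetilide plus 5 SD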;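 further: thallium influx through hERG after potassium depolarization seen as dye fluorescence rise; in these data hits start at about 4.7%; inactives centre near -7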
KCNQ1 act: potentiators or activators of KCNQ1 channel, primary screen, cell-based, thallium flux, high-throughput; Potassium voltage-gated channel subfamily KQT member 1 (Homo sapiens), P51787; actives 0.35% (n = 310,000); AID 2648, 2010; CHO-K1 KCNQ1, thallium flux FluxOR fluorescence; stronger effect = higher value; B-score at 10 µM;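 active means fluorescence ratio B-score, a plate-corrected score, at least three library SD, with initial intensity B-score within 5 SD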
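Material: CHO-K1 cells stably expressing KCNQ1. Medium: assay buffer for compound exposure, DMSO matched across wells. Reagent: K+/Tl+ depolarizing stimulus. Compound dosing: single-concentration screen. Times: 37 °C overnight plating, 90-min dark dye load, 20-min compound pretreatment. Technique: FluxOR Tl+ flux fluorescence.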
KCNQ1 inh: inhibitors of human KCNQ1 channel, primary screen, cell-based, thallium flux, high-throughput | Potassium voltage-gated channel subfamily KQT member 1 (Homo sapiens), P51787 | CHO-K1 KCNQ1, FluxOR thallium flux fluorescence; stronger effect = higher value | B-score at 10 µM | actives 1.3% (n = 310,000);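 active means compounds whose thallium flux B-score, printed positive for inhibition, exceeds three library SD while starting fluorescence stays within three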;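 further: channel opened by potassium depolarization with thallium stimulus after 20 min compound exposure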
KCNK3 inh: human KCNK3 channel inhibitors, primary screen, CHO cells, FluxOR thallium flux, B-score; FluxOR fluorescence; stronger effect = lower value; B-score at 10 µM; actives 0.84% (n = 340,000); AID 602410, 2012;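 active means B-score under library mean minus 4 SD, starting fluorescence ratio at most library mean plus 5 SD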;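 further: more negative B-score means stronger inhibition of thallium flux through KCNK3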
PolyA inh: polyadenylation inhibitors in yeast reporter cells, primary screen, luminescence, S. cerevisiae; S. cerevisiae SKY197-pL101 polyadenylation reporter, beta-gal luminescence; efflux-impaired pdr1/pdr3 knockout yeast; score 100 = 6 SD above DMSO; calls only at 12 µM; actives 0.02% (n = 300,000);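 active means lowest replicate activity score at least 50, where 100 means six control SD above control mean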;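 further: yeast exposed to compound for 9 h at 30 °C; higher score means more reporter readthrough which indicates perturbed polyadenylation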
TRPC4 PAM: positive allosteric modulators of TRPC4, primary screen, cell-based, mouse TRPC4beta, HEK293 mu-opioid, Fluo-4 calcium | Short transient receptor potential channel 4 (Mus musculus), Q9QUQ5 | DAMGO EC20, Fluo-4 Ca2+ flux; stronger effect = higher value | B-score at 10 µM | actives 0.42% (n = 310,000) | AID 2227, 2009;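 active means B-score of calcium response area above 5 SD of library B-scores, with initial fluorescence ratio within 5 SD of library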;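 further: B-score of integrated fluorescence ratio over time as area under calcium response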
TRPC4 block: inhibitors of mouse TRPC4 channel, primary screen, Fluo4 calcium, HEK293 TRPC4beta/mu-opioid cells. DAMGO-evoked Fluo4 calcium flux; stronger effect = lower value. B-score at 10 µM. actives 0.39% (n = 300,000);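 active means B-score over 3 SD under the library average, no early fluorescence shift, positive overall ratio signal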
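Signal: kinetic Fluo4 fluorescence imaging of calcium influx. Material: stable TRPC4beta/mu-opioid receptor HEK293 cells. Probe or stimulus: DAMGO in two steps, submaximal then maximal.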
Platelet DG rel: inhibitors of platelet dense granule secretion, primary screen, cell-based, MLPCN, human platelets; human platelet-rich plasma, SFLLRN dense granule ATP release, luminescence; inhibition, %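 (compounds screened at 7.5 µM in platelet-rich plasma)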; actives 0.22% (n = 300,000); AID 1663, 2009;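 active means mean replicate score, as percent of positive control, at or above 50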
* marks the source's active call; other numbers are inactive results; i = inactive; nt = no result given.

smiles | Dyrk1A ADPGlo | KCNK9 inh | KCNQ1 act | TRPC4 agonist | TRPC4 PAM | Platelet DG rel | KCNQ1 inh | KCNK3 inh | PolyA inh | TRPC4 block | hERG rescue
C/C(=N\Nc1cc(C(F)(F)F)ccc1Cl)c1ccccc1O | -4 | i | i | i | i | -9 | i | i | i | i | -12
Cc1ccc(-n2cc(CN3CCN(c4ccccn4)CC3)c(-c3ccc(F)cc3)n2)cc1 | -4 | i | i | i | i | 4 | 6* | i | i | i | -15
CC1CC(C)CN(S(=O)(=O)c2ccc3c(c2)n(C)c(=O)c(=O)n3C)C1 (stereo not given) | -5 | i | i | i | i | 2 | i | i | i | i | -8
Brc1ccc(/C=N/Nc2ccccn2)cc1 | -6 | i | i | i | i | 5 | i | i | i | i | 0
COc1ccccc1CNC(=O)CN1C(=O)c2cccc(N)c2C1=O | 8 | i | i | i | i | -4 | i | i | i | i | -12
CCN(CC)c1ccc(C(=O)NC(=S)N2CCN(Cc3ccc4c(c3)OCO4)CC2)cc1 | -1 | i | i | i | i | -3 | i | i | i | i | -8
CN(C(=O)CCOc1ccccc1)c1c(N)n(Cc2ccccc2)c(=O)[nH]c1=O | 0 | i | i | i | i | 6 | i | i | i | i | -8
CC(C)c1cc(-c2cc(C(=O)Nc3ccccc3)on2)nc(NC2CCCC2)n1 | -2 | i | i | i | i | -2 | i | i | i | i | -5
COC(=O)c1ccc(NC(=O)CN2C(=O)CNC2=O)cc1 | 9 | i | i | i | i | -1 | i | i | i | i | -5
O=C(O)CN1C(=O)/C(=C/c2ccccc2Br)Oc2ccccc21 | 5 | i | i | i | i | 0 | i | i | i | i | -6
O=C(CN(C(=O)CCC(=O)Nc1ccccn1)C1CCCC1)NCc1ccccc1 | 4 | i | i | i | i | -3 | i | i | i | i | -8
CCC(=O)Oc1ccc2oc(=O)cc(C)c2c1 | 15 | i | i | i | i | 9 | i | i | i | i | -3
O=c1c2cc3c(=O)n(-c4ccccc4O)c(=O)c3cc2c(=O)n1-c1ccccc1O | -6 | i | i | i | i | 0 | i | i | i | i | -10
COC(=O)C1=CN(C2CC2)C=C(C(=O)OC)C1c1ccc(C(F)(F)F)cc1 | -2 | i | i | i | i | 6 | i | i | i | i | -5
O=C(O)C1CCC(c2ccc(-c3ccccc3)cc2)CC1 (stereo not given) | -5 | i | i | i | i | 15 | i | i | i | i | -4
Cc1cc(C)c(C)c(S(=O)(=O)N2CCN(C(=O)c3ccco3)CC2)c1C | nt | i | i | i | i | -1 | i | i | i | i | -8
CCCC/C=C/C(NC(=O)c1ccc(C(=O)OC)cc1)c1ccccc1 (stereo not given) | 0 | i | i | i | i | 0 | i | i | i | i | -7
COc1ccccc1CCC(=O)OCc1csc(CC(=O)Nc2ccccc2C)n1 | 2 | i | i | i | i | -8 | i | i | i | i | -5
CCN(CC)S(=O)(=O)c1ccc(NC(=O)C2CCCO2)cc1 (stereo not given) | nt | i | i | i | i | 1 | i | i | i | i | -8
N#CC(NC(=O)OCc1ccccc1)c1ccccc1 (stereo not given) | 16 | i | i | i | i | -2 | i | i | i | i | -12
O=C(N/N=C/c1cccnc1)c1ccc(F)cc1 | 4 | i | i | i | i | -3 | i | i | i | i | -1
CC1CN(C(=O)c2cc3c(s2)CCC3)CC(C)O1 (stereo not given) | 4 | i | i | i | i | -3 | i | i | i | i | 1
Cc1ccc(NC(=O)CSc2nc(N)cc(N)n2)cc1S(=O)(=O)N1CCOCC1 | -11 | i | i | i | i | -2 | i | i | i | i | -17
Cc1ccc(C(=O)c2cc([N+](=O)[O-])ccc2N2CCOCC2)cc1 | -3 | i | i | i | i | 0 | i | i | i | i | -12
CC(=O)Nc1cccc(C(=O)/C=C/c2ccc(C)cc2)c1 | 2 | i | i | i | i | -1 | i | i | i | i | -3
Cc1cc(C)nc(NC(=O)c2cccc(Br)c2)n1 | nt | i | i | i | i | 4 | i | i | i | i | -10
CCOC(=O)Cc1csc(SCC(=O)NC(C)C23CC4CC(CC(C4)C2)C3)n1 (stereo not given) | 3 | i | i | i | i | 2 | i | i | i | i | -1
CC(C)N(Cc1nccn1C)C(=O)c1ccc2oc(Cc3ccccc3)nc2c1 | 0 | i | i | i | i | -2 | i | i | i | i | -9
Cc1nc(C(=O)N(C)C)nn1-c1cc(Cl)cc(Cl)c1 | 0 | i | i | i | i | 3 | i | i | i | i | -4
CCOC(=O)c1cc2n(c1/N=C/N(C)C)-c1ccccc1C2=O | 9 | i | i | i | i | 2 | i | i | i | i | -15
Cc1ccccc1N1CCN(CCCN2C(=O)C3CCCCN3C2=O)CC1 (stereo not given) | 8 | i | i | i | i | -2 | i | i | i | i | -6
COC(=O)c1ccc(NC(=O)CCN2CCN(CCC(=O)Nc3ccc(C(=O)OC)cc3)CC2)cc1 | 1 | i | i | i | i | -3 | i | i | i | i | -7
CN(C)S(=O)(=O)c1ccc(NC(=O)c2ccc(Br)o2)cc1 | 12 | i | i | i | i | 9 | i | i | i | i | -13
CC(C)Cc1cc(C(=O)NCCc2ccccc2)no1 | 3 | i | i | i | i | 0 | i | i | i | i | -12
COC(=O)C1=C(C)NC(=O)NC1c1ccc(OCC(=O)N2CCCCC2)cc1 (stereo not given) | 9 | i | i | i | i | 8 | i | i | i | i | -9
N#CC1=C(N)n2c(s/c(=C\c3ccco3)c2=O)=C(C#N)C1c1ccco1 (stereo not given) | -2 | i | i | i | i | -7 | i | i | i | i | -7
Nc1[nH]c(=O)[nH]c(=O)c1N=Nc1ccccc1Cl | 13 | i | i | i | i | -4 | i | i | i | i | -8
O=C(c1ccco1)N1CCN(Cc2nnnn2CCc2ccccc2)CC1 | -4 | i | i | i | i | 1 | i | i | i | i | -6
O=[N+]([O-])c1ccc(S(=O)(=O)N(CCCN2CCOCC2)Cc2cccs2)cc1 | -6 | i | i | i | i | 2 | i | i | i | i | -8
S=C(NCc1ccccc1)N/N=C/c1cccs1 | -1 | i | i | i | i | -4 | i | i | i | i | -1
CCCCn1c(N)c(N(CC(C)C)C(=O)Cc2ccc3c(c2)OCCO3)c(=O)[nH]c1=O | 11 | i | i | i | i | 2 | i | i | i | i | -11
CC(C)(C)OC(=O)NCCCC(CCCNC(=O)OC(C)(C)C)C(=O)O | 3 | i | i | i | i | 1 | i | i | i | i | 0
Nc1nonc1N/N=C\c1ccccc1 | -9 | i | i | i | i | 21 | i | i | i | i | -5
O=C(CSc1nc(Cc2ccccc2)nc2ccccc12)Nc1nc2c(s1)CCCC2 | 5 | i | i | i | i | 3 | i | i | i | i | -5
COc1ccc(-c2nnn(CC(=O)N(CCN3CCOCC3)C(C(=O)NC3CCCCC3)c3ccco3)n2)cc1 (stereo not given) | -3 | i | i | i | i | -4 | i | i | i | i | -13
CS(=O)(=O)c1ccccc1C(=O)Nc1ccccc1Cc1ccccc1 | 3 | i | i | i | i | -3 | i | i | i | i | -10
COc1cccc(OC)c1C(=O)Nc1nc(COc2ccccc2)cs1 | -3 | i | i | i | i | -2 | i | i | i | i | -8
CCCCN(c1ccc(C(=O)OC)cc1)S(=O)(=O)c1ccccc1 | -2 | i | i | i | i | 0 | i | i | i | i | -7
Cn1nc(C(=O)NCc2ccc(F)cc2)c2ccccc2c1=O | 0 | i | i | i | i | 2 | i | i | i | i | -13
Cn1cc(/C=C(\NC(=O)c2ccccc2Cl)C(=O)NCCN2CCOCC2)c2ccccc21 | -3 | i | i | i | i | 5 | i | i | i | i | -10

Given field by field: part of the list above.
> O=[N+]([O-])c1ccc(S(=O)(=O)N(CCCN2CCOCC2)Cc2cccs2)cc1
  Dyrk1A ADPGlo: -6 | KCNK9 inh: i | KCNQ1 act: i | TRPC4 agonist: i | TRPC4 PAM: i | Platelet DG rel: 2 | KCNQ1 inh: i | KCNK3 inh: i | PolyA inh: i | TRPC4 block: i | hERG rescue: -8

> S=C(NCc1ccccc1)N/N=C/c1cccs1
  Dyrk1A ADPGlo: -1 | KCNK9 inh: i | KCNQ1 act: i | TRPC4 agonist: i | TRPC4 PAM: i | Platelet DG rel: -4 | KCNQ1 inh: i | KCNK3 inh: i | PolyA inh: i | TRPC4 block: i | hERG rescue: -1

> CCCCn1c(N)c(N(CC(C)C)C(=O)Cc2ccc3c(c2)OCCO3)c(=O)[nH]c1=O
  Dyrk1A ADPGlo: 11 | KCNK9 inh: i | KCNQ1 act: i | TRPC4 agonist: i | TRPC4 PAM: i | Platelet DG rel: 2 | KCNQ1 inh: i | KCNK3 inh: i | PolyA inh: i | TRPC4 block: i | hERG rescue: -11

> CC(C)(C)OC(=O)NCCCC(CCCNC(=O)OC(C)(C)C)C(=O)O
  Dyrk1A ADPGlo: 3 | KCNK9 inh: i | KCNQ1 act: i | TRPC4 agonist: i | TRPC4 PAM: i | Platelet DG rel: 1 | KCNQ1 inh: i | KCNK3 inh: i | PolyA inh: i | TRPC4 block: i | hERG rescue: 0

(next part)
smiles | Dyrk1A ADPGlo | KCNK9 inh | KCNQ1 act | TRPC4 agonist | TRPC4 PAM | Platelet DG rel | KCNQ1 inh | KCNK3 inh | PolyA inh | TRPC4 block | hERG rescue
CCc1nc2ccccc2nc1N1CCN(S(=O)(=O)c2c(C)cc(Cl)cc2C)CC1 | nt | i | i | i | i | 12 | i | i | i | i | -10
N#Cc1c(NC(=O)C2CC=CCC2C(=O)O)sc2c1CCCCCC2 (stereo not given) | -7 | i | i | i | i | 4 | i | i | i | i | -5
COc1ccc(C(=O)Nc2cccc(/C(C)=N/NC(=O)c3ccc([N+](=O)[O-])cc3)c2)cc1OC | 0 | i | i | i | i | 7 | i | i | i | i | -4
CC(C)CC(NC(=O)C1CCCCC1)C(=O)NCc1ccccn1 (stereo not given) | -6 | i | i | i | i | 3 | i | i | i | i | -11

Some of the compounds tested; the hit share may differ from the screen's.
